Screening results as filed in PubChem.
EPAC2 antagonist = blocks human EPAC2 exchange factor; Q8WZA2; EPAC2 GEF exchange of Rap1B-BODIPY-GDP, fluorescence; Potency, µM (series often up to 114 µM), for the others: at the top dose activity, negative = inhibition, most hits filed as inhibitors; 360,000 compounds, 0.18% hits; further: on the % scale 0 is the no-effect control and ±100 the full control effect; nearly all actives have a fitted effect of over 45% in size; many of its hits are not listed in these tables
aSyn yeast inh = rescues yeast growth from alpha-synuclein toxicity. Yeast expressing alpha-synuclein, growth rescue, BacTiter-Glo, 24 h. Potency, µM (series often up to 46.1 µM), for inactives: at the top dose growth rescue (activation), actives largely listed as activators. 370,000 compounds, 0.14% hits; further: % of control where 0% means no effect; nearly all actives have a fitted effect of over 65% in size
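Galactose-induced alpha-syn yeast (OD600=0.02, raffinose-pregrown) + pinned cpd, 24 hr, 30 deg C; growth by BacTiter-Glo luminescence. Growth restoration scores as activation.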
EPAC1 antag = blocks human EPAC1 exchange factor; O95398; EPAC1 GEF assay, Rap1b-BODIPY-GDP exchange fluorescence; Potency, µM (top dose mostly 115 µM), for the others: at the top dose activity change, negative = inhibition, hits mostly inhibitors; 360,000 compounds, 0.14% hits; AID 720709;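 further: plate controls were vehicle for no effect and positive control for full effect; nearly all actives have a fitted effect of over 50% in size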
FUS suppressor = suppressors of FUS proteinopathy in yeast; S. cerevisiae FUS-expressing, growth rescue, OD600, 24 h; Potency, µM (doses to about 76.6 µM), without a hit: at the highest dose growth rescue (activation), hits mostly activators; 390,000 compounds, 0.24% hits; AID 1347120;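 further: plate controls were DMSO vehicle for no effect and reference control for full effect; nearly all actives have a fitted effect of over 55% in size; some results filed as inactive show a strong effect at the top dose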
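Galactose (2%) drives FUS expression in yeast precultured in raffinose; seeding density OD 0.005. Test compounds incubated 24hr at 30C and 99% humidity before absorbance at 600 nm was measured.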
EPAC1 ag = agonists of human EPAC1. O95398. EPAC1 agonist qHTS, biochemical assay; response scale: 100% = response to 6.5 mM cAMP. Potency, µM (highest dose often 154 µM), inactives show at the highest dose activation, actives largely listed as activators. 360,000 compounds, 0.073% hits; further: nearly all actives have a fitted effect of over 60% in size
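Multi-concentration qHTS readout: loss of Rap1B-bound BODIPY-GDP fluorescence driven by 100 nM EPAC1 with excess GDP (50 uM), monitored kinetically at room temperature; agonist response expressed relative to 6.5 mM cAMP.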
EPAC2 ag = EPAC2 (human) agonism; Q8WZA2; EPAC2 activation, biochemical qHTS; response scale: 100% = 6.5 mM cAMP response; Potency, µM (doses to about 154 µM), inactives show at the highest dose activation, actives largely listed as activators; 360,000 compounds, 0.079% hits; further: nearly all actives have a fitted effect of over 50% in size
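In this primary screen, activation is scored as increased exchange of BODIPY-GDP from Rap1B by 100 nM EPAC2, with 50 uM GDP as competitor. Signal is normalized to the 6.5 mM cAMP agonist control.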
TDP-43 yeast inh = rescues yeast growth from TDP-43 toxicity | TDP-43 expressing yeast growth rescue, BacTiter-Glo, 24 h | Potency, µM (titrated, usually from 46.1 µM), without a hit: at the highest dose growth rescue (activation), most hits filed as activators | 410,000 compounds, 1.8% hits | AID 652104; further: % of control where 0% means no effect; nearly all actives have a fitted effect of over 50% in size
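Readout is BacTiter-Glo luminescence of cell growth, so inhibitors register as activators. TDP-43-expressing yeast at OD600=0.02 in galactose medium, after raffinose pregrowth to mid-log, were incubated with compound for 24 hr at 30 deg C.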
PTHR1 agonist = PTHR1 (human) receptor agonism. 410,000 compounds, 0.075% hits. Q03431. Potency, µM (top dose mostly 115 µM), inactives show top-dose activation, actives largely listed as activators. HEK293 GP2 PTHR1 cells, GloSensor cAMP luminescence, 1 h; further: nearly all actives have a fitted effect of over 55% in size; some results filed as inactive show a strong effect at the top dose; inactives centre near -15; many of its hits are not listed in these tables
Target sequence (Q03431 whole entry, looked up): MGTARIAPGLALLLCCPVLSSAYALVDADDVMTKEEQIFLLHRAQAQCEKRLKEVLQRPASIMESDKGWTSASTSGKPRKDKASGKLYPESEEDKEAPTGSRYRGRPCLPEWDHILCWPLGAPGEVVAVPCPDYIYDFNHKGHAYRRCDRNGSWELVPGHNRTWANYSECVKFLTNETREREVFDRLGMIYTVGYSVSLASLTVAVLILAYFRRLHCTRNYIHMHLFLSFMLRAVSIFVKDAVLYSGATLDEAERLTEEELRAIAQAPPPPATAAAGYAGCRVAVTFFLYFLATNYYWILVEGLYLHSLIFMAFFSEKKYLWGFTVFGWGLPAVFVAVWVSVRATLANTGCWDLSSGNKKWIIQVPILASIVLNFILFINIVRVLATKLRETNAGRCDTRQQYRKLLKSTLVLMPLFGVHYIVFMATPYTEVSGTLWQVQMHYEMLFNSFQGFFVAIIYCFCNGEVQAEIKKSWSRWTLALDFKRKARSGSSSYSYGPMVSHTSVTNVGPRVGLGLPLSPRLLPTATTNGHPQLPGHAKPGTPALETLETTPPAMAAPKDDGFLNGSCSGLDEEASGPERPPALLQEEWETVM
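HEK-293-derived GP2 cells expressing PTHR1 and a GloSensor cAMP reporter, 3,000/well, plated overnight, given luciferin plus IBMX (each 0.5 mM as added) for 1 h at 37 °C, then compound for 1 h at 37 °C. Luminescence was read after 15 min at room temperature.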
An asterisk follows results filed as active; i = inactive; ? = inconclusive; . = no result given; [ ] = another dose, or the depositor's remark. The call rests on the fitted dose curve; in most records, active means well fitted curve in the direction sought with a large enough effect; inconclusive means small, poorly fitted or top-dose-only effect, or another doubt; inactive means no such curve, though single readings can be large; an effect the other way counts as inactive or inconclusive. Potency means the concentration at half of the fitted maximal effect. Not all compounds are listed (hit frequency here may not be typical).

Each structure is followed by: EPAC2 antagonist	aSyn yeast inh	EPAC1 antag	FUS suppressor	EPAC1 ag	EPAC2 ag	TDP-43 yeast inh	PTHR1 agonist
#1 O=C(CCl)Nc1cccc(CP(=O)(c2ccccc2)c2ccccc2)c1
    2%	-1%	-8%	8%	-5%	-1%	0%	-24%
#2 CCc1ccc(CN(C)C(=O)c2ccc3c(=O)n4c(nc3c2)CCC4)cc1
    8%	6%	8%	.	-1%	-3%	?	-9%
#3 CC(OC(=O)COc1ccccc1Cc1ccccc1)C(=O)N(C)c1ccccc1 (centres undefined)
    0%	4%	-28%	38%	2%	6%	6%	-41%[inhibitor]
#4 O=C(CNC(=O)COc1ccccc1)NCCN1CCOCC1
    3%	-5%	-3%	-22%	10%	10%	9%	-2%
#5 COCCn1c(N)c(N(Cc2ccccc2)C(=O)C(C)Oc2ccc(Br)cc2)c(=O)[nH]c1=O (centres undefined)
    -10%	1%	4%	-51%	0%	3%	15%	-43%[inhibitor]
#6 Cc1csc(NC(=O)CSc2nnc(C)s2)n1
    11%	-8%	4%	-10%	6%	-1%[15.6 µM]	1%	i
#7 Cc1cc(NS(=O)(=O)c2ccc(N3C(=O)C4C5C=CC(C5)C4C3=O)cc2)nc(C)n1 (centres undefined)
    10%	2%	13%	22%	-6%	2%	-12%	i
#8 Cc1ccc(S(=O)(=O)CC(=O)Nc2sc(C)c(C)c2C(N)=O)cc1
    14%	-4%	13%	?	3%	3%	-17%	-22%
#9 COc1ccc(C)cc1S(=O)(=O)N1CCCCCC1
    -17%	7%	7%	1%	8%	-4%	20%	i
#10 CCOC(=O)N1CCN(CCC(=O)Nc2cc(OC)ccc2OC)CC1
    -5%	0%	12%	6%	11%	-4%	-5%[9.22 µM]	i
#11 CC1CN(C(=O)Cn2cnc3c2c(=O)n(C)c(=O)n3C)CC(C)O1 (centres undefined)
    2%	1%	5%	5%	-4%	3%	-1%	i
#12 Cc1ccc(NC(=O)C2COc3ccccc3O2)cc1C (centres undefined)
    -6%	2%	-8%	15%	9%	24%	?	-3%
#13 O=C1CCCC2=C1C1(CCCCC1)N=C(Nc1nc3ccccc3s1)N2
    -3%	-8%	-2%	0%	8%	0%	-7%	-2%[57.5 µM]
#14 CN1CCN(S(=O)(=O)c2ccc(NC(=O)Cc3ccc([N+](=O)[O-])cc3)cc2)CC1
    12%	1%	1%	.	2%	8%	-13%	-19%
#15 O=C(Nc1ccc2c(c1)OCCO2)C(CCc1ccccc1)N(Cc1ccccc1)Cc1ccccc1 (centres undefined)
    35%[activator]	-1%	-6%	-2%	-8%	6%	27%	-21%
#16 COc1cccc(CNn2c(-c3cccc(C)c3)nc3ccccc3c2=O)c1O
    -7%	13%	7%	29%	12%	13%	11%	-7%[57.5 µM]
#17 CCCCNS(=O)(=O)c1ccc2nc(SCC(=O)N3CC(C)OC(C)C3)[nH]c2c1 (centres undefined)
    -1%	0%	3%	3%	6%	3%	-1%	-12%[57.5 µM]
#18 COc1ccccc1CN1CCNC(=O)C1CC(=O)NCc1c(C)n[nH]c1C (centres undefined)
    4%	4%	3%	20%	8%	8%	3%	i
#19 CC(C(=O)N1CCN(C)CC1)N1C(=O)c2ccccc2C1=O (centres undefined)
    -1%	-4%	7%	11%	5%	11%	-19%	i
#20 CC12CCC(C/C1=N/NC(=O)Nc1ccccc1)C2(C)C (centres undefined)
    20%	3%	-20%	-30%	-9%	-1%	9%	-25%
#21 O=C(NCCN1CCC(n2c(=O)[nH]c3ccccc32)CC1)C(c1ccccc1)c1ccccc1
    7%	5%	-21%	9%	-7%	2%	-5%	-28%
#22 O=C(CSc1ccc(S(=O)(=O)N2CCCCC2)cn1)Nc1ccccc1Br
    -10%	4%	1%	19%	12%	7%	21%	-81%[inhibitor]
#23 Cc1cccc(/C=C(\C#N)C(=O)Nc2ccccn2)c1
    1%	-6%	10%	11%	10%	7%	-16%	-6%
#24 O=C(c1ccc(Cn2c(=S)[nH]c3ccc(Br)cc3c2=O)cc1)N1CCN(C2CCCCC2)CC1
    15%	3%	-6%	27%	-5%	0%	-29%	27%
#25 CCOC(=O)N1CCN(S(=O)(=O)c2ccc(F)cc2)CC1
    -1%	0%	-3%	-16%	9%	12%	-15%	i
#26 COC(=O)c1c(C(=O)OC)c2n(c1C)CCS2
    5%	1%	-20%	3%	-6%	3%	18%	i
#27 CN(CC(=O)Nc1ccc(N2CCOCC2)cc1)C(=O)c1ccc(O)c(Cl)c1
    8%	2%	-8%	16%	15%	3%	21%	i
#28 CC1(C)SC2c3ccccc3C(=O)N2[C@@H]1C(=O)NCCCN1CCOCC1 (some centres undefined)
    8%	0%	0%	.	-9%	4%	3%	i
#29 O=C(CSc1nnc(NC(=O)C2CC(=O)N(c3ccccc3)C2)s1)NCc1ccco1 (centres undefined)
    3%	-8%	12%	21%	11%	11%	4%	i
#30 COCCN(CCOC)S(=O)(=O)c1ccc(C(=O)Nc2nnc(COC)o2)cc1
    4%	-4%	11%	6%	7%	5%	15%	i
#31 CCc1nc2ccc(C(=O)N3CCN(C(C)=O)CC3)cn2c1N(CC)C(=O)NCCc1ccccc1
    6%	1%	-8%	-9%	4%	3%	12%	16%
#32 COc1ccc(NC(=O)O/N=C2/CCCc3ccc(OC)cc32)cc1
    -3%	-11%	-10%	15%	11%	20%	14µM*	-3%
#33 COCCN(C(=O)CSc1nnc(C)n1Cc1ccccc1)c1c(N)n(Cc2ccccc2)c(=O)[nH]c1=O
    5%	-6%	?	21%	6%	13%	-13%	i
#34 Cc1ccc(N2C(=O)[C@@H]3[C@H](C2=O)C2c4ccccc4C=CN2[C@@H]3C(=O)c2ccco2)cc1 (some centres undefined)
    -8%	1%	-9%	?	5%	-7%	-5%	-25%[57.5 µM]
#35 O=[N+]([O-])c1cccc(COc2ccc(CN3CCCC3)cc2)c1
    -2%	-3%	-2%	-17%	-6%	12%	4%	-44%[inhibitor]
#36 COc1ccc(CNC(=O)COC(=O)c2sccc2C)cc1OC
    -7%	0%[1.84 µM]	13%	10%	-5%	2%	2%	-34%
#37 CC(C)c1ccc(OCC(=O)Nc2ccc(OC(F)(F)F)cc2)cc1
    -4%	-9%	-2%	-7%	-10%	-13%	5%	-13%
#38 COc1ccccc1C(=O)NCC(c1cccnc1)N(C)C (centres undefined)
    10%	-4%	14%	23%	1%	9%	-19%	i
#39 CCC(c1nnnn1-c1ccc2c(c1)OCCO2)N1CCN(c2cccc(C)c2C)CC1 (centres undefined)
    -4%	-2%	-7%	?	1%	16%	?	-79%[inhibitor]
#40 CCCCn1c(O)c(C(CC)=Nc2ccc3c(c2)CCC3)c(=O)[nH]c1=O
    5%	-7%	19%	13%	7%	-5%	-9%	i
#41 COc1ccc(C(NC(=O)c2c(F)c(F)c(F)c(F)c2F)c2ccccc2)cc1 (centres undefined)
    -6%	-3%	-24%	.	3%	-5%	4%	-57%[inhibitor]
#42 CCOC(=O)c1c(C)c(C(=O)N2CCc3ccccc3C2)c(C)n1CC
    0%	4%	-1%	31%	2%	10%	11%	-11%[57.5 µM]
#43 COc1ccc(Cn2c(=O)c3[nH]cnc3n(-c3ccccc3C)c2=O)cc1
    13%	3%	9%	-19%	-5%	3%	2%	-7%
#44 CCOCC(=O)Nc1ccc(S(=O)(=O)NCC2CCCO2)cc1 (centres undefined)
    -6%	-7%	10%	-3%	2%	4%	-16%[1.82 µM]	i
#45 CC(=O)c1cccc(NC(=O)COc2ccccc2)c1
    -14%	.	-12%	13%	-1%	7%	?	-20%
#46 CCOC(=O)N1CCc2c(sc3nc4n(c(=O)c23)N=C(c2ccc(OC)cc2)CS4)C1
    5%	6%	-8%	4%	-5%	-1%	-11%[1.82 µM]	-3%
#47 COc1ccc(C(=O)NCc2nnc(SCC(=O)Nc3ccccc3F)o2)cc1
    4%	4%	21%	-22%	-2%	0%	-10%	3%
#48 NC(=O)C1CCN(C(=O)Cn2cccc2C(=O)c2ccccc2)CC1
    5%	1%	2%	30%	1%	-2%	26%	i
#49 Fc1cccc(Nc2c3c(nc4ccccc24)CCC3)c1
    -26%	-1%	-19%	-15%	10%	10%	-6%	-23%
#50 Cc1cc(=O)n2nc(N3CCCC(C(=O)N4CCc5ccccc54)C3)sc2n1 (centres undefined)
    1%	-12%	-5%	18%	-3%	8%	6%	-1%[57.5 µM]
#51 COC(=O)CCCC[C@@H]1O[C@H](CCc2ccccc2)Cc2[nH]c(=S)[nH]c(=O)c21
    -24%	-8%	-1%	38%	-9%	8%	0%	-24%
#52 CCN=C1S/C(=C\c2cc(Cl)c(OC)c(OC)c2)C(=O)N1CC
    5%	-9%	-22%	32%	-1%	6%	-8%	i
#53 Cc1ccc2[nH]c(C(=O)O)c(NC(=O)c3ccccc3[N+](=O)[O-])c2c1
    -1%	-4%	18%	.	2%	-5%	21%	i
#54 Cc1scc(-c2n[nH]c(=S)n2Cc2ccccc2)c1C
    -7%	6%	4%	.	3%	3%	?	-77%[inhibitor]
#55 COc1cccc(NC(=O)CSc2nnc3cc(C)nc(N)n23)c1
    9%	0%	1%	6%	3%	1%	8%	i
#56 Cc1ccccc1-c1cc2nc(Nc3ccc(F)cc3)n(C)c(=O)c2s1
    -16%	9%	-9%	42%	-4%	3%	?	-18%
#57 O=C(CN(Cc1ccco1)C(=O)CNS(=O)(=O)c1ccc(F)cc1)NCc1ccc(F)cc1
    3%	7%	-1%	9%	10%	15%	13%	i
#58 COc1cccc(S(=O)(=O)Nc2cccc(C(=O)N3CCCC3)c2)c1
    -2%	-3%	7%	16%	9%	7%	-5%	-10%

5 records picked at random from the list so far:
Each structure is followed by: EPAC2 antagonist	aSyn yeast inh	EPAC1 antag	FUS suppressor	EPAC1 ag	EPAC2 ag	TDP-43 yeast inh	PTHR1 agonist
#41 COc1ccc(C(NC(=O)c2c(F)c(F)c(F)c(F)c2F)c2ccccc2)cc1 (centres undefined)
    -6%	-3%	-24%	.	3%	-5%	4%	-57%[inhibitor]
#58 COc1cccc(S(=O)(=O)Nc2cccc(C(=O)N3CCCC3)c2)c1
    -2%	-3%	7%	16%	9%	7%	-5%	-10%
#42 CCOC(=O)c1c(C)c(C(=O)N2CCc3ccccc3C2)c(C)n1CC
    0%	4%	-1%	31%	2%	10%	11%	-11%[57.5 µM]
#43 COc1ccc(Cn2c(=O)c3[nH]cnc3n(-c3ccccc3C)c2=O)cc1
    13%	3%	9%	-19%	-5%	3%	2%	-7%
#47 COc1ccc(C(=O)NCc2nnc(SCC(=O)Nc3ccccc3F)o2)cc1
    4%	4%	21%	-22%	-2%	0%	-10%	3%
